Screening results from PubChem BioAssay.
Gli-Sufu antag: blocks Gli-Sufu signaling in a luciferase reporter; Sufu-KO-LIGHT fibroblasts, Gli luciferase reporter luminescence; hit rate 0.74% among 340,000; inhibition, % at 5 µM; AID 588413;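 active means inhibition above about 55%, limit read from the data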;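 further: 0% = DMSO-treated cells and 100% = wells with medium but no cells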
APJ antag: APJ receptor antagonism; CHO-K1 APJ beta-arrestin complementation, luminescence; inhibition, % at 20 µM; hit rate 0.32% among 330,000; AID 2521;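 active means inhibition above about 40% at 20 µM, limit read from the data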;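 further: cells challenged with 10 nM apelin-13 agonist together with compound; plate controls were apelin-13 plus DMSO wells for no effect and DMSO wells lacking apelin-13 for full effect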
Target sequence (P35414 whole entry, looked up): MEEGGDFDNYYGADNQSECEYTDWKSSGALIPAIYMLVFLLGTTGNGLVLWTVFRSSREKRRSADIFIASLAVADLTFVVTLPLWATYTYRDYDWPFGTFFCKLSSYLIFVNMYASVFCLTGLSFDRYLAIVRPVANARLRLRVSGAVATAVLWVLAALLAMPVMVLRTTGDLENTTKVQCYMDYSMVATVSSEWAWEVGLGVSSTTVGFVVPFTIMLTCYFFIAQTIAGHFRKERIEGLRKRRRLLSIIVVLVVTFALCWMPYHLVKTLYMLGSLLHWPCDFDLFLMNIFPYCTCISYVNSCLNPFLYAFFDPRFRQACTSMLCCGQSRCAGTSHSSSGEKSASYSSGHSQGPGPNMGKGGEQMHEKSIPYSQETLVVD
CXCR6 inh: CXCR6 (human) receptor inhibition; inhibition, % at 20 µM; hit rate 0.36% among 360,000; AID 602244; CHO-K1 PathHunter CXCR6 beta-arrestin, luminescence; in the data active means inhibition above about 34%, passing the limit was not always enough;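 further: antagonist mode with CXCL16 agonist at 10 nM final; 0% = 10 nM CXCL16 with DMSO and 100% = unstimulated wells without agonist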
Target sequence (O00574 whole entry, looked up): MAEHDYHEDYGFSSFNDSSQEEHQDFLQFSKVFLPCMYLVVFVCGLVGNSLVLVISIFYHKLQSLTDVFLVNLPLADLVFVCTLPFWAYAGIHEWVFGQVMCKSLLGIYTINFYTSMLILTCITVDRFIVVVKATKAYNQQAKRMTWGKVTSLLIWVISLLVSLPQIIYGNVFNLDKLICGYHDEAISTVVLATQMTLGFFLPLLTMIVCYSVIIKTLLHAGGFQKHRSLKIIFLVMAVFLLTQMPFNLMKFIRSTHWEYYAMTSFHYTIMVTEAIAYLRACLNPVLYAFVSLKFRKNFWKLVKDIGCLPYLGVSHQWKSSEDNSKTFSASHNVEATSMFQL
APJ ag: APJ receptor agonism; P35414; hit rate 0.11% among 330,000; CHO-K1 APJ PathHunter beta-arrestin, luminescence; 0% DMSO wells, 100% apelin; activation, % at 20 µM; AID 2520;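 active means activation more than six SD over the plate average, tested at 20 µM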;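 further: 0% = DMSO alone and 100% = apelin-13 at 10 nM; some results filed as inactive read as strong as hits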
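Test system: CHO-K1 APJ beta-arrestin complementation cell line. Amount: cell density 1000 per well. Controls: DMSO negative, 10 nM Apelin-13 positive. Signal: luminescent beta-gal fragment complementation, chemiluminescent substrate. Read-out basis: agonist-driven arrestin binding to APJ. Timing: compound stimulation 90 min at 25 °C, detection 60 min.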
ATG4B inh: inhibitors of human ATG4B cysteine protease | AID 504462 | Q9Y4P1 | inhibition, % at 8.33 µM | hit rate 0.51% among 340,000 | ATG4B cleavage of LC3-PLA2, NBD-HPC fluorescence, 1 h; in the data active means inhibition above about 40%
EBI2 antag: blocks human EBI2 receptor beta-arrestin signaling; P32249; EBI2 beta-arrestin recruitment, luminescence, 7a,25-OHC stimulated; inhibition, % at 5 µM; hit rate 0.81% among 360,000; AID 651636; in the data active means inhibition above about 38%;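 further: enzyme fragment complementation signal reports receptor beta-arrestin coupling in cells; 0% = agonist plus DMSO wells and 100% = wells without agonist; some results beyond the cut were filed as inactive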
UBC13 polyUb: human UBC13 polyubiquitination inhibition. P61088. UBC13 polyubiquitin chain formation, TR-FRET. inhibition, % at 20 µM. hit rate 0.47% among 330,000. AID 485273; in the data active means inhibition above about 45%, passing the limit was not always enough
Target sequence (P61088 whole entry, looked up): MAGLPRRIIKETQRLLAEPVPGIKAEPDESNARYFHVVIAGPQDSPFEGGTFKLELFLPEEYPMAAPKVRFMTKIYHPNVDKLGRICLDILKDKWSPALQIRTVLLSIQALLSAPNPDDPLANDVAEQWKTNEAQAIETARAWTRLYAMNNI
CCR6 antag: antagonists of human CCR6 receptor. P51684. CHO-K1 CCR6 PathHunter beta-arrestin, luminescence, CCL20-stimulated. inhibition, % at 20 µM. hit rate 0.49% among 340,000. AID 493098;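 active means compounds whose inhibition of the agonist-driven luminescence signal at 20 µM reaches about 50%, limit read from the data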;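 further: cells stimulated with CCL20 at 14 nM final; plate controls were DMSO with CCL20 for no effect and DMSO without agonist for full effect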
* hit, by the source's call.

Start of the listing, in advance, 2 compounds:
`CCOC(=O)C1=C(CSc2nc3c(cc2C#N)CN(C)CC3)OC(N)=C(C#N)C1c1ccc(Cl)cc1` (centres undefined) gave Gli-Sufu antag -12, APJ antag -7, CXCR6 inh 19, APJ ag 3, ATG4B inh -6, EBI2 antag 6, UBC13 polyUb -25 and CCR6 antag -2.
COc1cc(SC)ccc1C(=O)NCCCn1ccnc1 was read as Gli-Sufu antag 10, APJ antag 4, CXCR6 inh -7, APJ ag -2, ATG4B inh 1, EBI2 antag 11, UBC13 polyUb 2 and CCR6 antag 1.

The whole of this part, previewed entries included:
`CCOC(=O)C1=C(CSc2nc3c(cc2C#N)CN(C)CC3)OC(N)=C(C#N)C1c1ccc(Cl)cc1` (centres undefined) gave Gli-Sufu antag -12, APJ antag -7, CXCR6 inh 19, APJ ag 3, ATG4B inh -6, EBI2 antag 6, UBC13 polyUb -25 and CCR6 antag -2.
COc1cc(SC)ccc1C(=O)NCCCn1ccnc1 was read as Gli-Sufu antag 10, APJ antag 4, CXCR6 inh -7, APJ ag -2, ATG4B inh 1, EBI2 antag 11, UBC13 polyUb 2 and CCR6 antag 1.
Screening S=C(c1cn(CCOc2cccc3ccccc23)c2ccccc12)N1CCCC1 returned Gli-Sufu antag 37, APJ antag -2, CXCR6 inh 0, APJ ag -4, ATG4B inh -11, EBI2 antag 14, UBC13 polyUb 11 and CCR6 antag 29.
Screening CCN(C(=O)c1ccc2c(SCC(=O)O)c3c(nc2c1)CCC3)c1cc(Cl)ccc1OC returned Gli-Sufu antag -11, APJ antag -8, CXCR6 inh 6, APJ ag 6, ATG4B inh -8, EBI2 antag 0, UBC13 polyUb -6 and CCR6 antag -7.
CCNC(=S)N/N=C/c1ccc(OCC(=O)Nc2ccc(C)cc2)cc1 was read as Gli-Sufu antag -4, APJ antag 3, CXCR6 inh -8, APJ ag -2, ATG4B inh -3, EBI2 antag -2, UBC13 polyUb -2 and CCR6 antag -4.
O=C(COC(=O)c1cccnc1)NC1CCCc2ccccc21 (centres undefined) was read as Gli-Sufu antag 4, CXCR6 inh -2, ATG4B inh -13, EBI2 antag -13 and CCR6 antag 0.
O=C(NNc1c(Cl)cc(Cl)cc1Cl)c1cccc([N+](=O)[O-])c1 was read as Gli-Sufu antag 18, APJ antag 0, CXCR6 inh 0, APJ ag 4, ATG4B inh 0, EBI2 antag 4, UBC13 polyUb -9 and CCR6 antag 12.
COc1ccc(/C=N/OC(=O)Nc2ccccc2OC)cc1 was read as Gli-Sufu antag 18, APJ antag 0, CXCR6 inh -10, APJ ag -3, ATG4B inh -12, EBI2 antag 0, UBC13 polyUb 8 and CCR6 antag 3.
`Cc1c(C(=O)OCCOc2ccccc2)[nH]c2c1C(=O)CCC2` gave Gli-Sufu antag -71, APJ antag 0, CXCR6 inh -9, APJ ag -1, ATG4B inh -5, EBI2 antag -3, UBC13 polyUb 12 and CCR6 antag 6.
Screening COc1cc(OC)c(OC)cc1CNc1nnnn1C returned Gli-Sufu antag 5, APJ antag -2, CXCR6 inh -7, APJ ag -3, ATG4B inh 8, EBI2 antag -1, UBC13 polyUb 2 and CCR6 antag -1.
For CC(C)CN1C(=O)C(=O)N(CC(=O)N2CCC(Cc3ccccc3)CC2)C1=O the results were Gli-Sufu antag 3, APJ antag 5, CXCR6 inh -1, APJ ag -2, ATG4B inh 1, EBI2 antag -7, UBC13 polyUb 2 and CCR6 antag 3.
For Nc1nonc1-n1nnc(C(=O)N/N=C/c2ccccc2F)c1CN1CCOCC1 the results were Gli-Sufu antag 25, APJ antag -57, CXCR6 inh 2, APJ ag 0, ATG4B inh -9, EBI2 antag 9, UBC13 polyUb -4 and CCR6 antag 0.
For COCCC(=O)N1CCC(Oc2ccc(C(=O)NCc3csc(C)n3)cc2)CC1 the results were Gli-Sufu antag -4, APJ antag 21, CXCR6 inh -5, APJ ag 11, ATG4B inh -3, EBI2 antag 0, UBC13 polyUb -4 and CCR6 antag 12.
O=C(CSC1=NCCS1)Nc1nc(-c2ccccc2)cs1 was read as Gli-Sufu antag 15, APJ antag -3, CXCR6 inh -6, APJ ag -3, ATG4B inh 16, EBI2 antag -5, UBC13 polyUb 8 and CCR6 antag 2.
CC(NC(=O)COC(=O)c1ccc2c(c1)OCCO2)c1ccccc1 (centres undefined) was read as Gli-Sufu antag -17, APJ antag 2, CXCR6 inh -7, APJ ag 2, ATG4B inh 5, EBI2 antag 0, UBC13 polyUb 2 and CCR6 antag 3.
`O=C(NNC(=O)C12CC3CC(CC(C3)C1)C2)c1cccc(O)c1` gave Gli-Sufu antag 10, APJ antag -1, CXCR6 inh 0, APJ ag -1, ATG4B inh 0, EBI2 antag -14, UBC13 polyUb 0 and CCR6 antag 3.
For COc1ccc(-c2sc(Nc3ccccc3)n[n+]2-c2ccc(F)cc2)c(C)c1C the results were Gli-Sufu antag 34, APJ antag -40, CXCR6 inh -4, APJ ag -1, ATG4B inh 13, EBI2 antag 5, UBC13 polyUb 42 and CCR6 antag 12.
For CSc1nc2c(c(=O)[nH]1)C(c1cccc(Br)c1)CC(=O)N2 (centres undefined) the results were Gli-Sufu antag -1, APJ antag 10, CXCR6 inh 5, APJ ag -4, ATG4B inh 0, EBI2 antag -11, UBC13 polyUb 2 and CCR6 antag -3.
`Cc1ccccc1-c1cc(C(=O)NCc2cccc(Br)c2)nn1CC1CC(c2cccc([N+](=O)[O-])c2)=NO1` (centres undefined) gave Gli-Sufu antag 8, APJ antag 12, CXCR6 inh 9, APJ ag -1, ATG4B inh 19, EBI2 antag 16, UBC13 polyUb -4 and CCR6 antag 11.
CCC(=O)Nc1cc(C(=O)OC(C(=O)c2ccc(C)c(C)c2)c2ccccc2)ccc1C (centres undefined) was read as Gli-Sufu antag -33, APJ antag 8, CXCR6 inh -5, APJ ag 4, ATG4B inh -8, EBI2 antag 23, UBC13 polyUb 2 and CCR6 antag 7.
`N#Cc1nc(Cc2cccc3ccccc23)oc1N1CCOCC1` gave Gli-Sufu antag 1, APJ antag 21, CXCR6 inh -5, APJ ag -5, ATG4B inh -14, EBI2 antag -13, UBC13 polyUb -6 and CCR6 antag -3.
Screening Cc1ccc(NC(=O)C2Oc3ccccc3OC2C)cc1 (centres undefined) returned Gli-Sufu antag -9, APJ antag -1, CXCR6 inh 7, APJ ag -4, ATG4B inh 7, EBI2 antag 10, UBC13 polyUb 10 and CCR6 antag 0.
`COc1ccccc1NC(=O)c1nnn(CC(=O)Nc2cccc(SC)c2)c1N` gave Gli-Sufu antag -8, APJ antag -2, CXCR6 inh -3, APJ ag -3, ATG4B inh -14, EBI2 antag -8, UBC13 polyUb 0 and CCR6 antag -5.
CCCCN1C(=O)C(=O)N(CC(=O)Nc2cc(OCC)c(N3CCOCC3)cc2OCC)C1=O was read as Gli-Sufu antag 3, APJ antag -28, CXCR6 inh 1, APJ ag 3, ATG4B inh -6, EBI2 antag -7, UBC13 polyUb -5 and CCR6 antag 8.
For OCC1(Cc2ccccc2)CCN(Cc2ccc(-c3ccco3)cc2)CC1 the results were Gli-Sufu antag 22, APJ antag -1, CXCR6 inh 3, APJ ag -3, ATG4B inh 0, EBI2 antag 2, UBC13 polyUb 15 and CCR6 antag 13.
For CC(C)(C)c1nnc(NC(=O)C2c3ccccc3Oc3ccccc32)s1 the results were Gli-Sufu antag 11, APJ antag 12, CXCR6 inh -9, APJ ag -6, ATG4B inh -4, EBI2 antag -19, UBC13 polyUb 24 and CCR6 antag -5.
`Cc1nn(CC(=O)NC2CCC(C)CC2)c(C)c1[N+](=O)[O-]` (centres undefined) gave Gli-Sufu antag -9, APJ antag -6, CXCR6 inh 8, APJ ag -3, ATG4B inh 8, EBI2 antag -8, UBC13 polyUb -2 and CCR6 antag 4.
Cc1ccccc1C1=NC(C(F)(F)F)(C(F)(F)F)c2c(n(-c3ccc(F)cc3)c(=O)[nH]c2=O)N1 was read as Gli-Sufu antag 14, APJ antag -2, CXCR6 inh -7, APJ ag 0, ATG4B inh 2, EBI2 antag -2, UBC13 polyUb -9 and CCR6 antag -6.
For CC(Cc1nnc(SCC(=O)O)n1N)c1ccccc1 (centres undefined) the results were Gli-Sufu antag -24, APJ antag -28, CXCR6 inh 9, APJ ag -1, ATG4B inh -9, EBI2 antag -2, UBC13 polyUb -4 and CCR6 antag 3.
Screening O=C(Nc1ccc(Cl)c(S(=O)(=O)N2CCOCC2)c1)c1ccc2c(c1)OCCO2 returned Gli-Sufu antag -17, APJ antag -23, CXCR6 inh -7, APJ ag 3, ATG4B inh -49, EBI2 antag 6, UBC13 polyUb -16 and CCR6 antag -12.

By substructure, the entries above containing a nitro group on carbon
O=C(NNc1c(Cl)cc(Cl)cc1Cl)c1cccc([N+](=O)[O-])c1 was read as Gli-Sufu antag 18, APJ antag 0, CXCR6 inh 0, APJ ag 4, ATG4B inh 0, EBI2 antag 4, UBC13 polyUb -9 and CCR6 antag 12.
`Cc1ccccc1-c1cc(C(=O)NCc2cccc(Br)c2)nn1CC1CC(c2cccc([N+](=O)[O-])c2)=NO1` (centres undefined) gave Gli-Sufu antag 8, APJ antag 12, CXCR6 inh 9, APJ ag -1, ATG4B inh 19, EBI2 antag 16, UBC13 polyUb -4 and CCR6 antag 11.
`Cc1nn(CC(=O)NC2CCC(C)CC2)c(C)c1[N+](=O)[O-]` (centres undefined) gave Gli-Sufu antag -9, APJ antag -6, CXCR6 inh 8, APJ ag -3, ATG4B inh 8, EBI2 antag -8, UBC13 polyUb -2 and CCR6 antag 4.

Other entries follow:
Screening CCOC(=O)c1nnc(-c2ccc(C)cc2)nc1Sc1ccccc1Cl returned Gli-Sufu antag 15, APJ antag 13, CXCR6 inh -3, APJ ag 0, ATG4B inh 2, EBI2 antag 26, UBC13 polyUb -1 and CCR6 antag 19.
For NC(=O)Cc1nc(-c2ccc(F)cc2)cs1 the results were Gli-Sufu antag -1, APJ antag -2, CXCR6 inh -4, APJ ag -2, ATG4B inh 13, EBI2 antag -2, UBC13 polyUb 0 and CCR6 antag 6.
Screening O=C(C1=C[C@H](c2csc3ccccc23)C[C@H](OCCCCO)O1)N1CCOCC1 returned Gli-Sufu antag 5, APJ antag 5, CXCR6 inh -12, APJ ag 3, ATG4B inh -11, EBI2 antag -9, UBC13 polyUb -4 and CCR6 antag -9.
For OCCc1ccc(O)c(-n2nc3ccccc3n2)c1 the results were Gli-Sufu antag -37, APJ antag 3, CXCR6 inh -3, APJ ag -2, ATG4B inh -1, EBI2 antag -14, UBC13 polyUb 3 and CCR6 antag -12.
Screening Cc1cc(-c2nn3c(-c4ccccc4)nnc3s2)c2ccccc2n1 returned Gli-Sufu antag 27, APJ antag 22, CXCR6 inh 8, APJ ag 0, ATG4B inh -26, EBI2 antag 9, UBC13 polyUb 3 and CCR6 antag 11.
For O=C(Nc1cc(Br)ccc1O)C1CC(c2c(F)cccc2Cl)=NO1 (centres undefined) the results were Gli-Sufu antag -5, APJ antag -3, CXCR6 inh -4, APJ ag 2, ATG4B inh 39, EBI2 antag 23, UBC13 polyUb 6 and CCR6 antag 10.
For COCCCNC(=O)CN1CCN(Cc2ccccc2Cl)C1=O the results were Gli-Sufu antag 2, APJ antag 12, CXCR6 inh -4, APJ ag -1, ATG4B inh -11, EBI2 antag -1, UBC13 polyUb 5 and CCR6 antag 4.
